Pf growth 96h = P. falciparum growth inhibition at 96 hours. P. falciparum luciferase reporter growth, 96 h. Potency, µM (top dose mostly 28.7 µM), for the others: at the top dose activity change, negative = inhibition, usual class: inhibitors. hit rate 6.9% among 320,000. AID 504834; also: potency is read from the fitted curve at half-maximal effect; % is scaled to controls: 0 for no effect and ±100 for the full control effect
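Erythrocytes infected with luciferase-expressing P. falciparum were dispensed at 2% hematocrit and 0.05% parasitemia (final), then incubated with compounds 96 hours at 37 C in 5% CO2. Luminescence after detection reagent addition reported growth.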
Pf growth 48h = P. falciparum growth inhibition at 48 hours (one generation) | hit rate 5.9% among 310,000 | Potency, µM (titrated, usually from 28.7 µM), inactives show at the top dose activity change, negative = inhibition, usual class: inhibitors | P. falciparum luciferase growth in erythrocytes, 48 h; also: potency is read from the fitted curve at half-maximal effect; % is scaled to controls: 0 for no effect and ±100 for the full control effect
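In quantitative HTS format, infected erythrocytes bearing luciferase-reporter parasites were treated for a single generation at 37 C. Luminescence after adding detection reagent served as the growth measure.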
CHX counter = counter-screen for Shiga toxin inhibitors: cycloheximide protein synthesis inhibition. cell reporter, cycloheximide protein synthesis inhibition counterscreen. max response, %. hit rate 12% among 300,000; in the data active = max response mostly above about 13%, no sharp cut-off; inactive = mostly below about 14%; also: read at 38.3 µM for the half of the compounds with a filed dose; 0% is about no effect
Sm TGR inh = S. mansoni TGR enzyme inhibition. Potency, µM (top dose mostly 114 µM), for the others: at the top dose activity change, negative = inhibition, hits mostly inhibitors. AID 485364. Q962Y6. purified TGR, DTNB reduction, TNB absorbance 405 nm. hit rate 3% among 360,000; also: potency is read from the fitted curve at half-maximal effect; % is scaled to controls: 0 for no effect and ±100 for the full control effect; nearly all actives have a fitted effect of over 60% in size
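Kinetic colorimetric format: TGR-catalysed, NADPH-driven DTNB reduction monitored via TNB absorbance. Enzyme dispensed at 20 nM; compound exposure 15 min at room temperature before reaction start.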
Giardia FBPA inh = Giardia lamblia aldolase inhibition. A8B2U2. purified Giardia FBPA. Potency, µM (doses to about 59.6 µM), without a hit: at the highest dose activity, negative = inhibition, actives largely listed as inhibitors. hit rate 0.71% among 290,000; also: potency is read from the fitted curve at half-maximal effect; % is scaled to controls: 0 for no effect and ±100 for the full control effect; nearly all actives have a fitted effect of over 55% in size
Target sequence (A8B2U2 whole entry, looked up): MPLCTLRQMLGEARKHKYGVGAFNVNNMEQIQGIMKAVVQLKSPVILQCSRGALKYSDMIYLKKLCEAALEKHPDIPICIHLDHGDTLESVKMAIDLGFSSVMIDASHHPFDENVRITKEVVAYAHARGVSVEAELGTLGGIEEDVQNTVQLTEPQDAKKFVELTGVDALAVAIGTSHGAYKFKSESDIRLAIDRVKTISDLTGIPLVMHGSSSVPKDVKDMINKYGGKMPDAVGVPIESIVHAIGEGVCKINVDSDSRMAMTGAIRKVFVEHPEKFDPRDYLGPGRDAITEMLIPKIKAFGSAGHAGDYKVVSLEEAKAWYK
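Giardia FBPA (40 nM reagent) was preincubated 10 min at RT with compound (up to 57.5 uM final), then substrate plus GAPDH/TPI/NAD/arsenate coupling system with diaphorase/resazurin was added; resorufin fluorescence (525/598 nm) was read after 20 min.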
Shiga toxin inh = Shiga toxin inhibition; hit rate 9.2% among 290,000; inhibition, % at 38.7 µM; Vero cells, Shiga toxin protein synthesis inhibition reporter; AID 2315; in the data active = inhibition mostly above about 28%, no sharp cut-off; inactive = mostly below about 43%; also: 0% is about no effect
* marks the source's active call; other numbers are inactive results; [ ] = remark or other dose. Unless noted, calls follow the shape of the dose curve; as a rule, active = well fitted curve in the direction sought with a large enough effect; inconclusive = small, poorly fitted or top-dose-only effect, or another doubt; inactive = no such curve, though single readings can be large; an effect the other way counts as inactive or inconclusive.

The opening 3 records, to show the layout:
Results for COc1ccc(CN2C(=O)c3ccccc3C2C(=O)NC2CCCC(C)C2C)c(OC)c1 (configuration not stated) ?
Pf growth 96h: 23%; Pf growth 48h: inconclusive; CHX counter: 1; Sm TGR inh: 2%; Giardia FBPA inh: -4%; Shiga toxin inh: -26

What do the screens show for `COc1ccc2oc(=O)c(/C(C)=N/NC(=O)c3ccncc3)cc2c1`?
Pf growth 96h: 432%[activator]; Pf growth 48h: 7%; CHX counter: 4; Sm TGR inh: -7%; Giardia FBPA inh: -8%; Shiga toxin inh: -2

How did CC[C@@]12C(=O)N(c3cccc(F)c3)C(=O)N1[C@H](c1ccc(Br)cc1)[C@@H]1C(=O)N(C(C)(C)C)C(=O)[C@@H]12 do in these assays?
Pf growth 96h: inconclusive; Pf growth 48h: -98%; Sm TGR inh: -25%

Results (from the top)
Results for COc1ccc(CN2C(=O)c3ccccc3C2C(=O)NC2CCCC(C)C2C)c(OC)c1 (configuration not stated) ?
Pf growth 96h: 23%; Pf growth 48h: inconclusive; CHX counter: 1; Sm TGR inh: 2%; Giardia FBPA inh: -4%; Shiga toxin inh: -26

What do the screens show for `COc1ccc2oc(=O)c(/C(C)=N/NC(=O)c3ccncc3)cc2c1`?
Pf growth 96h: 432%[activator]; Pf growth 48h: 7%; CHX counter: 4; Sm TGR inh: -7%; Giardia FBPA inh: -8%; Shiga toxin inh: -2

How did CC[C@@]12C(=O)N(c3cccc(F)c3)C(=O)N1[C@H](c1ccc(Br)cc1)[C@@H]1C(=O)N(C(C)(C)C)C(=O)[C@@H]12 do in these assays?
Pf growth 96h: inconclusive; Pf growth 48h: -98%; Sm TGR inh: -25%

What do the screens show for `COc1cc(/C=C/C(=O)OCC(=O)Nc2ccc(S(N)(=O)=O)cc2)ccc1O`?
Pf growth 96h: inconclusive; Pf growth 48h: inconclusive; CHX counter: 28*; Sm TGR inh: -1%; Giardia FBPA inh: -5%; Shiga toxin inh: -7

Results for O=C(N=C1SC2CS(=O)(=O)CC2N1c1ccc(Cl)cc1Cl)C1CC1 (configuration not stated) ?
Pf growth 96h: 13%; Pf growth 48h: 11%; CHX counter: 4; Sm TGR inh: -7%; Giardia FBPA inh: 1%; Shiga toxin inh: 9

How did CSCCOC(=O)C1=C(C)Nc2ccc(C)cc2S1 do in these assays?
Pf growth 96h: inconclusive; CHX counter: 14*; Sm TGR inh: 0%; Giardia FBPA inh: inconclusive; Shiga toxin inh: 7

What do the screens show for `Cc1ccc(-c2nnn(CC(=O)N3CCCc4ccccc43)n2)cc1`?
Pf growth 96h: 83%[activator]; Pf growth 48h: 8%; CHX counter: -1; Sm TGR inh: 0%; Giardia FBPA inh: -1%; Shiga toxin inh: -6

Results for Cc1c(CCC(C)C)c(-n2ccnc2C)n2c(nc3ccccc32)c1C#N ?
Pf growth 96h: inconclusive; Pf growth 48h: inconclusive; CHX counter: -2; Sm TGR inh: 7%; Shiga toxin inh: 11

How did Clc1ccc(Cn2ncc3c(NCCN4CCOCC4)ncnc32)cc1 do in these assays?
Pf growth 48h: inconclusive; CHX counter: -2; Sm TGR inh: inconclusive; Giardia FBPA inh: -3%; Shiga toxin inh: -4

What do the screens show for `Cc1ccc(C(=O)NNC(=O)c2cccc(Br)c2)cc1`?
Pf growth 96h: inconclusive; Pf growth 48h: 22%; CHX counter: 9; Sm TGR inh: 3%; Giardia FBPA inh: -2%; Shiga toxin inh: 11

How did C=CCn1c(O)c(C(C)=NCCO)c(=O)[nH]c1=O do in these assays?
Pf growth 96h: 45%[activator]; Pf growth 48h: 54%[activator]; CHX counter: 3; Sm TGR inh: 14%; Giardia FBPA inh: -2%; Shiga toxin inh: -4

Results for O=C(O)CC(NC(=O)COc1ccc(Cl)cc1Cl)C(=O)O (configuration not stated) ?
Pf growth 96h: 2%; Pf growth 48h: 20%; CHX counter: -1; Sm TGR inh: -4%; Giardia FBPA inh: 15%; Shiga toxin inh: 0

Results for Cc1cccc(C)c1NC(=O)CSc1nc2c([nH]1)c(=O)n(C)c(=O)n2C ?
Pf growth 96h: -3%; Pf growth 48h: -7%; CHX counter: -6; Sm TGR inh: 1%; Giardia FBPA inh: inconclusive; Shiga toxin inh: -9

What do the screens show for `Cn1c(=O)c2c(nc(SCC(=O)NCc3ccc4c(c3)OCO4)n2Cc2ccc(Cl)cc2)n(C)c1=O`?
Pf growth 96h: -10%; Pf growth 48h: 9.3µM*; CHX counter: -1; Sm TGR inh: -23%; Giardia FBPA inh: 3%; Shiga toxin inh: 1

Results for CCCCOc1ccc(C(O)(CCN2CCOCC2)c2ccccc2)cc1 (configuration not stated) ?
Pf growth 96h: 0%; Pf growth 48h: inconclusive; CHX counter: 13; Sm TGR inh: 14µM*; Giardia FBPA inh: 2%; Shiga toxin inh: 17

What do the screens show for `C[n+]1c(-c2ccccc2)cc(-c2ccc(Cl)cc2)cc1-c1ccccc1`?
Pf growth 96h: inconclusive; Pf growth 48h: 1.7µM*; CHX counter: 12; Sm TGR inh: -3%; Giardia FBPA inh: 6%; Shiga toxin inh: 13

Results for Cn1cccc1Cc1nnc(SCC(=O)N2CCCCCC2)n1CCc1ccccc1 ?
Pf growth 96h: 13%; CHX counter: -3; Sm TGR inh: -34%; Giardia FBPA inh: -1%; Shiga toxin inh: -19

How did CCCNC(=O)NNC(=O)c1cc(-c2ccc3c(c2)OCO3)nc2ccccc12 do in these assays?
Pf growth 96h: -14%; Pf growth 48h: inconclusive; CHX counter: 14; Sm TGR inh: -20%; Shiga toxin inh: -19

What do the screens show for `C[C@@H]1NC(=O)c2cc([N+](=O)[O-])cc(I)c2NCCCC[C@@H](C(N)=O)NC(=O)[C@H](CCC(=O)O)NC1=O`?
Pf growth 96h: -11%; Pf growth 48h: 0%; CHX counter: -4; Sm TGR inh: -15%; Giardia FBPA inh: -5%; Shiga toxin inh: -16

What do the screens show for `CCc1cc(SC#N)cc(CC)c1NC(=O)CCl`?
Pf growth 96h: inconclusive; Pf growth 48h: 10µM*; CHX counter: -1; Sm TGR inh: inconclusive; Giardia FBPA inh: inconclusive; Shiga toxin inh: -2

How did CCC(=O)Nc1ccc(C(=O)CN2CCC(C)CC2)cc1 do in these assays?
Pf growth 96h: inconclusive; Pf growth 48h: 19%; CHX counter: 6; Sm TGR inh: 32µM*; Giardia FBPA inh: -14%; Shiga toxin inh: -7

Results for COc1cc(NC(=S)N2CCN(C)CC2)cc(OC)c1 ?
Pf growth 96h: -25%; Pf growth 48h: -11%; CHX counter: 2; Sm TGR inh: 3%; Giardia FBPA inh: -15%

How did CCOC(=O)c1[nH]c2ccc(OC)cc2c1NC(=O)C(C)N1CCC2(CC1)OCCO2 (configuration not stated) do in these assays?
Pf growth 96h: 63%[activator]; Pf growth 48h: inconclusive; CHX counter: 5; Sm TGR inh: -1%; Giardia FBPA inh: 2%; Shiga toxin inh: 49*

Results for CC(=O)c1sc(NC(=O)COc2ccc(Cl)cc2C)nc1C ?
Pf growth 96h: 61%[activator]; Pf growth 48h: inconclusive; CHX counter: 28*; Sm TGR inh: 26%; Giardia FBPA inh: 6%; Shiga toxin inh: 44

How did COc1ccc(OC)c(C2/C(=C(\O)c3ccc4c(c3)OCCO4)C(=O)C(=O)N2CC2CCCO2)c1 (configuration not stated) do in these assays?
Pf growth 96h: 28%; Pf growth 48h: 12%; CHX counter: -5; Sm TGR inh: 4%; Shiga toxin inh: -16

How did O=C(O)c1cccc(CSc2ncn[nH]2)c1 do in these assays?
Pf growth 96h: 100%[activator]; Pf growth 48h: 47%[activator]; CHX counter: 7.6*; Sm TGR inh: 3%; Giardia FBPA inh: 0%; Shiga toxin inh: 24

What do the screens show for `Cn1c(=O)c(C(=O)Nc2ncccn2)c(O)c2ccccc21`?
Pf growth 96h: inconclusive; Pf growth 48h: 41%[activator]; CHX counter: 17*; Sm TGR inh: -26%; Giardia FBPA inh: -10%; Shiga toxin inh: 45

Results for COC(=O)CSc1nnc(CNC(=O)c2cccc(C)c2)n1-c1ccccc1OC ?
Pf growth 96h: -8%; Pf growth 48h: -11%; CHX counter: 1; Sm TGR inh: -29%; Giardia FBPA inh: -1%; Shiga toxin inh: -22

What do the screens show for `CCN(C(=O)CSc1nnc(-c2ccco2)n1C)c1c(N)n(Cc2ccccc2)c(=O)[nH]c1=O`?
Pf growth 96h: inconclusive; Pf growth 48h: inconclusive; Sm TGR inh: inconclusive

How did COc1ccc(NC(=O)CSc2nncn2N)c(OC)c1 do in these assays?
Pf growth 96h: inconclusive; Pf growth 48h: inconclusive; CHX counter: -2; Sm TGR inh: 6%; Giardia FBPA inh: 9%; Shiga toxin inh: -17

Results for COc1ccc(NC(=O)C(=S)N2CCCC2)cc1 ?
Pf growth 96h: inconclusive; Pf growth 48h: 30%[activator]; CHX counter: 30*; Sm TGR inh: -9%; Giardia FBPA inh: 2%; Shiga toxin inh: 35

What do the screens show for `Cc1nn(CCC(=O)O)c(C)c1C`?
Pf growth 48h: -11%; CHX counter: -5; Sm TGR inh: -13%; Giardia FBPA inh: 0%; Shiga toxin inh: -6

Results for C/C(=N\NC(=S)Nc1ccc(F)cc1)c1ccc2c(c1)OCCO2 ?
Pf growth 96h: inconclusive; Pf growth 48h: inconclusive; CHX counter: 28*; Sm TGR inh: 1%; Giardia FBPA inh: 21%; Shiga toxin inh: 66*

How did Cc1ccc(S(=O)(=O)NCCC(=O)NCCCSc2ccccc2)cc1 do in these assays?
Pf growth 96h: inconclusive; Pf growth 48h: inconclusive; Sm TGR inh: -8%

How did COCCNC(=O)CN1C(=O)CN=C(c2ccccc2)c2ccccc21 do in these assays?
Pf growth 96h: 3%; Pf growth 48h: -16%; CHX counter: 0; Sm TGR inh: 33%; Giardia FBPA inh: 6%; Shiga toxin inh: -4

What do the screens show for `COc1cccc(CN2CCN(Cc3ccco3)CC2)c1`?
Pf growth 96h: -10%; Pf growth 48h: 26%; CHX counter: 11; Sm TGR inh: 14%; Giardia FBPA inh: inconclusive; Shiga toxin inh: 16

Results for COc1cccc(C(=O)Nc2cccc(S(=O)(=O)NC3=NCCC3)c2)c1 ?
Pf growth 96h: -20%; Pf growth 48h: -5%; Sm TGR inh: -5%

What do the screens show for `COc1ccc(-c2cc(C(=O)NCc3ccco3)c3ccccc3n2)c(OC)c1`?
Pf growth 96h: -27%; Pf growth 48h: inconclusive; CHX counter: 10; Sm TGR inh: -29%; Giardia FBPA inh: -2%; Shiga toxin inh: -4

How did CCOC(=O)c1sc(NC(=O)Nc2ccc(Cl)cc2)nc1C do in these assays?
Pf growth 96h: 39%[activator]; Pf growth 48h: inconclusive; CHX counter: 43*; Sm TGR inh: -10%; Giardia FBPA inh: 1%; Shiga toxin inh: 72*

Results for CN1C(=O)CSc2ccc(NC(=O)N3CCN(c4ccccn4)CC3)cc21 ?
Pf growth 96h: -21%; Pf growth 48h: inconclusive; CHX counter: -4; Sm TGR inh: -15%; Giardia FBPA inh: 1%; Shiga toxin inh: 4

What do the screens show for `CCCCC(CC)C(=O)Nc1cc(C(=O)NCCC)ccc1N1CCC2(CC1)CC(c1ccccc1)=NO2` (configuration not stated)?
Pf growth 96h: 1.5µM*; Pf growth 48h: -38%; CHX counter: -2; Sm TGR inh: 9%; Giardia FBPA inh: 3%; Shiga toxin inh: 10

How did Cc1nnsc1-c1c(C(=O)O)c(C)nn1-c1ccc(OC(F)(F)F)cc1 do in these assays?
Pf growth 96h: inconclusive; Pf growth 48h: -21%; CHX counter: -3; Sm TGR inh: 6%; Giardia FBPA inh: 15%; Shiga toxin inh: -5

Results for CCc1ccc(NC(=O)CN(C)S(=O)(=O)c2ccc3[nH]c(=O)oc3c2)cc1 ?
Pf growth 96h: inconclusive; Pf growth 48h: -1%; CHX counter: -2; Sm TGR inh: -3%; Shiga toxin inh: -2

Screening results deposited in PubChem by National Center for Advancing Translational Sciences (NCATS).
